S1P3 antag: S1P3 (human) receptor antagonism; Q99500; CHO S1P3 NFAT-BLA reporter, FRET fluorescence, antagonist mode; inhibition, % at 4.98 µM; 0.27% of 170,000 active; AID 485;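 active = inhibition above the plate cutoff, the mean inhibition of test wells on that plate plus 3 SD, cut at about 28% in these data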;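 also: cells challenged with S1P at its EC80 of 0.8 µM; blue over green emission ratio from cleaved BLA substrate after 4 h stimulation; 0% = S1P-stimulated wells and 100% = unstimulated DMSO-only wells; some compounds past the cut are filed as inactive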
Target sequence (Q99500 whole entry, looked up): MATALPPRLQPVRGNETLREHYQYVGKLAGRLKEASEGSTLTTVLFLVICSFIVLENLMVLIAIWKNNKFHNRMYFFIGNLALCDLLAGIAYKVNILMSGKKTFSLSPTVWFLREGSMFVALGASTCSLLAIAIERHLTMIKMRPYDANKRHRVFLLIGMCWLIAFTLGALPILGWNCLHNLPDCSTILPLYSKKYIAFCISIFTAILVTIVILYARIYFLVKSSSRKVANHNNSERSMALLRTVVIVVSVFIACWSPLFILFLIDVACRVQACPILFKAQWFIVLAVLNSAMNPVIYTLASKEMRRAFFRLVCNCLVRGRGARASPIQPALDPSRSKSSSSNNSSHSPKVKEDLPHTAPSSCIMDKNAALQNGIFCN
Numbers without * were called inactive. Some of the compounds tested. The share of hits here may be higher or lower than overall.

S1P3 antag	structure
-12	Cc1c(N2C(=O)CSC2c2ccc(F)cc2)c(=O)n(-c2ccccc2)n1C (stereo not drawn)
2	NC(=O)[C@@H]1[C@@H]2C(=O)N(c3ccc(F)cc3)C(=O)[C@@H]2[C@H]2C=Cc3ccccc3N21
9	O=C1COCC(=O)N1CCc1c[nH]c2ccccc12
0	CCOC(=O)C1=C(C)C/C(=N\NC(=O)c2ccccc2O)CC1
-7	N#Cc1c(C(F)(F)F)cc(-c2cccs2)nc1N1CCCCC1
-12	CCS(=O)(=O)c1ccc(O)c(NC(=O)/C=C/c2ccc(Cl)cc2)c1
4	CCCC1CC(C#N)N(N(C)C)C1=C(C#N)C#N (stereo not drawn)
5	Cc1cnc(C(=O)OCC(=O)Nc2ccc(C)c(S(=O)(=O)N(C)C)c2)cn1

(further entries)
S1P3 antag	structure
6	O=C(O)CNc1ccccc1C(=O)O
-9	C=CCNC(=S)/C(=C(\[O-])c1ccc(Cl)cc1)[n+]1ccccc1
-2	CCCC(=O)Nc1cc(C)c2c(=O)oc3ccccc3c2n1
-18	CCOC(=O)c1nc2ccccc2c(=O)[nH]1
-5	O=C(Nc1ccccc1F)c1c[nH]c(=O)[nH]c1=O
-1	Cc1ccccc1N=C1NC(=O)/C(=C/c2cccnc2)S1
-6	CCOC(=O)c1nnn2c1nc(SCC(C)=O)c1ccccc12
7	CCOC(=O)C1CCN(c2c(NCCN(CC)c3ccccc3)c(=O)c2=O)CC1

The listing continues:
S1P3 antag	structure
-2	O=S(=O)(NC(=S)Nc1ccccc1)c1ccc(F)cc1
3	O=C(N/N=C/c1ccccc1C(=O)O)c1cccc(S(=O)(=O)Nc2cc(Cl)ccc2Cl)c1
0	Cc1ccc2c(c1)C(c1ccccc1)CC(=O)O2 (stereo not drawn)
5	O=C(/C=C/c1ccc2ccccc2n1)N1CCN(S(=O)(=O)c2ccc(F)cc2)CC1
-1	CSC1=NS(=O)(=O)c2c(C)nn(C)c2S1
-4	Cc1cc(NS(=O)(=O)c2ccc(NC(=O)CSc3nc4ncc(Br)cc4[nH]3)cc2)nc(C)n1
-15	Cc1onc(-c2c(Cl)cccc2Cl)c1C(=O)NN1CCCCCC1
-10	O=C(C[n+]1ccc(-c2nnc3n2CCCCC3)cc1)c1ccc(Cl)cc1

(next part)
S1P3 antag	structure
14	O=S(=O)(c1cccc(-c2csc(N/N=C/c3ccco3)n2)c1)N1CCOCC1
1	Nc1nc(SCc2ccccc2)n[nH]1
-3	O=[N+]([O-])c1ccc(N2CCCCC2)nc1N1CCCCC1
-5	C=CCOc1ccc(C2NC(=S)NC3=C2CCc2ccccc23)cc1 (stereo not drawn)
-14	Cc1ccc(-c2nc3c(=O)n(-c4ccccc4)c4c(c(=O)n(C)c(=O)n4C)c3o2)cc1
-12	Cc1ccccc1NC(=O)C[n+]1cc(-c2ccccc2)n2c1CCC2
10	Cc1cc(C)c2oc(C(=O)Nc3ccc(S(=O)(=O)Nc4nccs4)cc3)cc(=O)c2c1
-14	Cn1cccc1C(=O)NC(=O)COC(=O)c1cc(Cl)ccc1[N+](=O)[O-]

(further entries)
S1P3 antag	structure
-14	CC(C)(C)c1ccc(SCCc2cccnc2)cc1
11	Cc1c(C(=O)O)cccc1-n1c(C)cc(/C=N/Nc2ccc([N+](=O)[O-])cn2)c1C
-8	COC(=O)Cc1[nH]n(-c2nc3ccccc3s2)c(=O)c1C(C)=Nc1ccc(OC)cc1
-7	O=C(CN1CCN(C/C=C/c2ccccc2)CC1)Nc1ccccc1C(=O)NC1CC1
-8	COCCCNC(=O)[C@H](CSCc1ccccc1)N1Cc2ccccc2C1=O
-2	Oc1[nH]c2ccccc2c1C=Nc1ccccc1
-6	O=C(O)CC(SCC(=O)Nc1ccc(Cl)c(S(=O)(=O)N2CCOCC2)c1)C(=O)O (stereo not drawn)
-10	CC(=O)Nc1ccc(OCCCNC(=O)c2c(-c3ccccc3)noc2C)cc1

Next compounds:
S1P3 antag	structure
6	Cc1cc(C(=O)O/N=C(\N)c2ccc(C(C)(C)C)cc2)no1
-1	O=C(/C=C/c1ccco1)Nc1nc(-c2ccc(F)c(F)c2)cs1
-8	CC(C)(C)Sc1ccccc1S(=O)(=O)C(C)(C)C
3	CC(=O)Nc1ccc(C(=O)CSc2nnnn2C)cc1
13	Cc1ccc(NC(=O)Nc2cccc(C)n2)c(C)c1
-4	Cc1nc(-c2ccccn2)nc(N2CCOCC2)c1Cl
9	O=C(C1CCN(S(=O)(=O)c2cccnc2)CC1)N1CCN(c2ccc(Cl)cc2)CC1
0	Cc1[nH]c2c([N+](=O)[O-])cccc2c1C

Next compounds.
S1P3 antag	structure
4	COc1ccc(C(CC(=O)NCc2ccccc2)C(C)C)cc1 (stereo not drawn)
-6	Cc1ccc(N=Nc2ccc(O)c(P(=O)(c3ccccc3)c3ccccc3)c2)cc1
-5	COc1ccc(OC)c(/C=N/NC(=O)Cn2ccnc2C)c1
-2	C/C(=N\NC(=O)c1ccccn1)c1ccc(Cl)cc1
7	Cc1ccc(-c2noc(-c3ccccc3C(=O)NCc3ccco3)n2)cc1
-7	O=C(O)c1ccc(-c2ccccc2)[nH]c1=O
-1	N#Cc1ccc(-c2cccs2)nc1SCc1cccnc1
12	CC(C)(C)c1ccc(NC(=O)NC2CCCc3ccccc32)cc1 (stereo not drawn)

Other compounds:
S1P3 antag	structure
11	CN(Cc1cn[nH]c1-c1ccc(-c2ccccc2)cc1)CC1CCOCC1
-7	CN(C)CCNC(=O)C(c1ccccc1)c1ccccc1
-3	Cc1nnc(NC(=O)c2ccc(S(=O)(=O)C(F)F)cc2)s1
-12	COc1ccc(N2C(=O)CCC(C(=O)O)C2c2ccccc2OC)cc1 (stereo not drawn)
1	Cc1cccc(NC(=S)N(C)C)c1C
-6	COc1ccc(CCNC(=O)c2ccc3c(c2)SC2=NS(=O)(=O)CCN23)cc1
-3	Clc1ccc(SCc2csc(N3CCOCC3)n2)cc1
6	CC(OC(=O)c1cc2ccccc2cc1O)C(=O)Nc1ccc(S(N)(=O)=O)cc1 (stereo not drawn)

Other structures:
S1P3 antag	structure
-2	Cc1[nH]c(C(=O)N2CCCCC2)c(C)c1C(=O)NC1CCCCC1
2	Cc1ccccc1C(=O)NC1CCSC1=O (stereo not drawn)
-12	O=C(Nc1nnc(SCc2c(Cl)cccc2Cl)s1)c1cccc([N+](=O)[O-])c1
-9	O=C(O)c1ccccc1C(=O)NC1CCCCNC1=O (stereo not drawn)
7	CC(C)(C)C1CCc2c(sc3nc(SCC(=O)O)nc(N)c23)C1 (stereo not drawn)
17	Cc1cc(-c2nnc(SCC(=O)Nc3nc(-c4ccccc4)cs3)o2)no1
-11	CCCCCNC(=O)C(=O)C1C(=O)Nc2ccccc21 (stereo not drawn)
-6	CNC(=O)NC(=O)COC(=O)c1n[nH]c2ccccc12

Part of the list above, as labelled records.
CNC(=O)NC(=O)COC(=O)c1n[nH]c2ccccc12
  S1P3 antag: -6
Cc1ccccc1C(=O)NC1CCSC1=O (stereo not drawn)
  S1P3 antag: 2
Cc1cc(-c2nnc(SCC(=O)Nc3nc(-c4ccccc4)cs3)o2)no1
  S1P3 antag: 17
O=C(O)c1ccccc1C(=O)NC1CCCCNC1=O (stereo not drawn)
  S1P3 antag: -9

Next compounds follow:
S1P3 antag	structure
-11	O=C(COC(=O)c1c(F)cccc1F)c1ccc[nH]1
-8	CCOC(=O)/C(C#N)=C/c1cccc(C)c1
7	Cc1cccnc1NC(=O)Nc1ccccc1
-22	CC(C)(C)C(=O)OCc1nc(-c2ccc(O)c(O)c2)cs1
-1	COc1ccc(-n2c(C)c(C(=O)O)c3cc(OC)c4ccccc4c32)cc1
18	CCCCC#Cc1ccc(C(=O)NNC(=O)Nc2ccccc2)o1
-11	N#Cc1ccsc1NC(=O)COC(=O)c1cc(Br)ccc1O
-2	CNC(=O)CSc1nnc(-c2ccccc2F)n1CCc1ccccc1

Continuation.
S1P3 antag	structure
7	O=C(Nc1cc(S(=O)(=O)N2CCOCC2)ccc1N1CCOCC1)c1cccc(S(=O)(=O)N2CCCCC2)c1
7	COC(=O)C1=C(C)Nc2c(c(=O)n(C)c(=O)n2C)C1c1cccc(O)c1 (stereo not drawn)
12	O=[N+]([O-])c1ncn(C23CC4CC(CC(C4)C2)C3)n1
-14	COc1ccc(/C=N/Nc2nc(=O)[nH]nc2C)cc1OC
-6	BrC(=C\c1ccccc1)/C=N/Nc1ccc2nncn2n1
8	Oc1[nH]c2ccccc2c1N=Nc1ccccc1
2	NNc1ccc2nncn2n1
-4	Cc1cc(C(=O)N2CCC(C(=O)O)CC2)c(C)o1

Ordered by length of the SMILES (largest number first): part of the list above
S1P3 antag	structure
7	O=C(Nc1cc(S(=O)(=O)N2CCOCC2)ccc1N1CCOCC1)c1cccc(S(=O)(=O)N2CCCCC2)c1
12	O=[N+]([O-])c1ncn(C23CC4CC(CC(C4)C2)C3)n1
-14	COc1ccc(/C=N/Nc2nc(=O)[nH]nc2C)cc1OC
-6	BrC(=C\c1ccccc1)/C=N/Nc1ccc2nncn2n1
-4	Cc1cc(C(=O)N2CCC(C(=O)O)CC2)c(C)o1
8	Oc1[nH]c2ccccc2c1N=Nc1ccccc1

Going on with the list:
S1P3 antag	structure
-2	CCN(CC)S(=O)(=O)c1cccc(C(=O)NCCCn2ccnc2)c1
-9	Cc1ccc(OCC(=O)N/N=C/c2cccn2C)cc1C
3	CN1c2ccccc2C(=O)NC1c1ccc([N+](=O)[O-])s1 (stereo not drawn)
10	Cc1cc(-c2nc(C)c(C(=O)NNS(=O)(=O)c3cccc(C(F)(F)F)c3)s2)no1
4	CCC(CO)Nc1nc2ccc(Cl)cc2c2ccccc12 (stereo not drawn)
-3	COc1cc(O)c(C(=O)/C=C/c2ccccc2)c(OC)c1
1	CC(Nc1ccc(Cl)cc1)C(=O)NN (stereo not drawn)
1	Cc1ccc(/C=N/NC(=O)C(c2ccncc2)N2CCOCC2)cc1 (stereo not drawn)

Following part.
S1P3 antag	structure
11	Nc1cc(=O)[nH]c(SCC(=O)Nc2cc(Cl)ccc2Cl)n1
7	Cc1cccn2c(=O)c(C=O)c(Cl)nc12
14	CCn1c(=O)c2cc(C(=O)N(C)c3ccccc3F)sc2c2ccccc21
-9	Cc1ccccc1CO/N=C/c1[nH]ncc1Br
-2	Cc1cccc(/N=C/c2sc3ccccc3c2O)n1
-3	Oc1c(CN2CCN(c3ccccc3)CC2)cc(Br)c2cccnc12
7	COC(=O)c1cnc(Oc2ccc(NC(=O)NC(=O)c3c(OC)cccc3OC)cc2)cc1C(F)(F)F
-1	CCOC(=O)Cc1cc(=O)[nH]c(/N=C(\N)Nc2ccc(OC)cc2)n1

The listing continues:
S1P3 antag	structure
-14	c1cncc(-c2nn3c(-c4ccncc4)nnc3s2)c1
0	Cc1oc(C(N)=O)nc1-c1ccccc1
-10	O=C(CSc1ccc(F)cc1)Nc1ccc(C2SCCS2)cc1
10	Cc1noc(C)c1C(=O)N(C)Cc1ccccc1
8	OCCNc1cc(Cl)ncn1
-11	CNC(=O)N(O)C1N(/N=C/c2cccnc2)C(=S)SC1(C)C (stereo not drawn)
-3	COc1ccc(-n2c(SCC(=O)Nc3cc(C(=O)O)ccc3C)nc3ccccc3c2=O)cc1Cl
-3	O=c1c(C(c2ccc(Br)cc2)c2c(O)nc3n(c2=O)CCCS3)c(O)nc2n1CCCS2

Other results.
S1P3 antag	structure
1	CCCc1[nH]n(-c2ccc([N+](=O)[O-])cc2)c(=O)c1C(C)=NCc1ccncc1
4	COC(CSc1ncnc2c1oc1nc3c(cc12)COC(C)(C)C3)OC
-1	Cc1cc(C)c2cc(C(=O)N3CCC(C(=O)c4ccc(F)cc4)CC3)[nH]c2c1
2	CCOc1ccc2c(c1)S/C(=C\c1cccs1)C(=O)N2
5	CCN(CC)c1nc2ccccc2[nH]c1=O
-1	Cc1cc2c(NC(=O)Nc3ccc(C(C)(C)C)cc3)cccc2nn1
11	COc1ccc(N)cc1S(=O)(=O)Nc1ccccc1Cl
-13	CC(C)(C)NC(=O)C(c1ccncc1)N(Cc1cccs1)C(=O)c1csnn1 (stereo not drawn)

The list goes on.
S1P3 antag	structure
9	COc1cc(-c2ccc(NC(=O)NC3CC3)c(OC)c2)ccc1NC(=O)NC1CC1
12	CCC(=O)Nc1ccc2nc(C3CC3)n(Cc3ccc(C(C)(C)C)cc3)c(=O)c2c1
-18	CCn1ccnc1CN(C)Cc1nc(-c2ccc(C(=O)OC)cc2)no1
6	COc1ccc(/C(C)=N/NC(=O)CNC(=O)Cc2ccccc2)c(OC)c1
-14	O=C(c1ccc(Cl)cc1)N1CCc2c([nH]c3ccccc23)C1C(F)(F)F (stereo not drawn)
14	COC(=O)CSc1nc(N2CCOCC2)c2c(c1C#N)CCCC2
-4	COc1ccc(CN2CCN(Cc3ccon3)CC2CCO)c(C)c1C (stereo not drawn)
-9	Cn1c2ccccc2c(=O)c2c(=O)n(-c3ccccc3)c(-c3ccc(C(C)(C)C)cc3)nc21

Later entries.
S1P3 antag	structure
-8	S=c1[nH]nc(-c2ccc3ccccc3n2)n1-c1ccc2c(c1)OCCO2
-5	Cc1ccc(NC(=O)CSc2nnc(CCC(=O)O)c(=O)[nH]2)cc1
9	COc1ccc(-n2nc(C)c3sc(C)nc3c2=O)cc1
-2	O=S(=O)(c1cnc(Cl)c(Br)c1)N1CCN(c2ncccn2)CC1
-3	c1ccc2c(c1)cnc1ccccc12
-13	Cc1nc(SCc2ccccc2)c2oc3ccccc3c2n1
2	S=C(NCC1CC1)N/N=C/c1ccccc1Cl
-12	Cc1cc(OCC(=O)c2cccc(C(F)(F)F)c2)n2cnnc2n1

(listing goes on)
S1P3 antag	structure
6	COc1ccc([N+](=O)[O-])cc1NC(=O)N(C)Cc1ccco1
-1	CCN1C/C(=C/c2cccs2)c2nc3ccccc3c(C(=O)O)c2C1
0	O=C(CSc1nnc(-c2ccc(C(F)(F)F)cn2)o1)Nc1ccccc1Cl
21	COc1ccc2[nH]c(=O)c(CN(C(=O)c3cccnc3)c3ccccc3C)cc2c1
-23	CC(=O)Nc1ccc(S(=O)(=O)Nc2nc(C)nc3sc4c(c23)CCC4)cc1
9	Nc1ccc(C(=O)Oc2ccc([N+](=O)[O-])cc2)cc1

Source: PubChem (The Scripps Research Institute Molecular Screening Center)
